Wnt bcat act – Wnt/beta-catenin pathway activators, primary screen, cell-based, plate reader, single point; AID 743398, 2014; actives 1.2% (n = 300,000); activation, % at 9.35 µM; Wnt/beta-catenin reporter cell assay, activator; in the data active = activation above about 30%, passing the limit was not always enough;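 note: 0% = neutral control wells and 100% = positive control wells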
* marks the source's active call; other numbers are inactive results.

For COC(=O)[C@H](Cc1ccccc1)NC(=O)/C=C/[C@H]1O[C@@H](n2cc(C)c(=O)[nH]c2=O)C[C@@H]1O the results were Wnt bcat act 1.
Screening CCOC(=O)[C@]12CCCC=C1N(Cc1cccc3ccccc13)C(=O)[C@H](CC(=O)N1CCSCC1)C2 returned Wnt bcat act -5.
`C=CCN1C(=O)c2[nH]nc(-c3ccccc3)c2C1c1ccc(C)cc1` (centres undefined) gave Wnt bcat act 0.
Screening Clc1cccc(Cc2c(-c3cccc(Cl)c3)nc3c4ccccc4ccn23)c1 returned Wnt bcat act -2.
CC1(C(=O)NS(=O)(=O)c2cccs2)CCN1C(=O)Cc1ccc(-c2ccccc2)cc1 (centres undefined) was read as Wnt bcat act -1.
`COC(=O)[C@]12C[C@H](CC(=O)NCCC(C)C)C(=O)N(Cc3ccccc3)C1=C[C@H](C(C)C)O[C@@H]2C1CC1` gave Wnt bcat act -6.
CCCCNc1cccc2c1S(=O)(=O)N[C@@H](CC(C)C)CO2 was read as Wnt bcat act -3.
`FC(F)(F)Oc1ccccc1C(c1nnnn1Cc1ccccc1)N1CCN(C/C=C/c2ccccc2)CC1` (centres undefined) gave Wnt bcat act -4.
Screening Nc1ccn([C@@H]2O[C@H](C(=O)N3CCCN(Cc4cccs4)CC3)[C@@H](O)[C@H]2O)c(=O)n1 returned Wnt bcat act -2.
`Cc1cccc(C)c1-n1nnnc1C1(C)CCC(=O)N1Cc1ccco1` (centres undefined) gave Wnt bcat act -2.
For COC(=O)c1ccc2nc(-c3cccc(Cl)c3)c(Cc3ccccc3)n2c1 the results were Wnt bcat act 4.
For COc1ccc(CNC(=O)C[C@@H]2C=C[C@@H](NS(=O)(=O)c3cccc(OC)c3)[C@@H](CO)O2)cc1 the results were Wnt bcat act 0.
Cc1ccc2nc(-c3ccc(F)cc3)c(Cc3ccccc3C(F)(F)F)n2c1 was read as Wnt bcat act 22.
Screening CC(C)[C@@H]1CC[C@@H](C)C[C@H]1O returned Wnt bcat act -6.
CCOC1=C2[C@@H](CN(S(=O)(=O)c3ccc(C)cc3)[C@H]2c2cccc3ccccc23)[C@H]2C(=O)N(CC)C(=O)[C@H]2C1 was read as Wnt bcat act -2.
Screening COCc1cn(CC[C@@H]2CC[C@@H](NC(=O)Nc3ccc4c(c3)OCO4)[C@@H](CO)O2)nn1 returned Wnt bcat act -3.
Screening O=C1c2ccccc2C(c2nnnn2Cc2ccccc2)N1Cc1ccc2c(c1)OCO2 (centres undefined) returned Wnt bcat act -1.
For CC(C)NC(=O)C1(C)CSCC(=O)N1Cc1cccc(C(F)(F)F)c1 (centres undefined) the results were Wnt bcat act -2.
`O=C(N[C@H]1c2ccccc2C[C@H]1O)[C@H]1O[C@@H](n2ccc(=O)[nH]c2=O)[C@H](O)[C@@H]1O` gave Wnt bcat act 0.
Screening COC(=O)[C@]12CCCCC=C1N(CCC1=CCCCC1)C(=O)[C@H](CC(=O)N1CCC(c3ccccc3)CC1)C2 returned Wnt bcat act 2.
For COc1ccccc1-c1csc(Nc2ccc(Oc3ccccc3)cc2)n1 the results were Wnt bcat act 2.
For CCC(=O)N1Cc2cc(C(=O)NCC(F)(F)F)nc(-c3cccc(-c4cncnc4)c3)c2[C@H]1CCO the results were Wnt bcat act 0.
Screening CCCCn1c(O)c2n(c1=O)Cc1ccccc1N=C2c1ccc(C)cc1 returned Wnt bcat act -1.
COc1cc(CC(=O)N2c3ccccc3N=C(c3ccccc3)C2C(=O)NCc2ccccc2)cc(OC)c1 (centres undefined) was read as Wnt bcat act -2.
C[C@@H]1COc2cc(N3CCN(Cc4ccccc4F)CC3)ccc2S(=O)(=O)N1 was read as Wnt bcat act -1.
Screening N#Cc1ccc(-c2nc3ccc(Br)cn3c2Cc2cccc(F)c2)cc1 returned Wnt bcat act 6.
`O=C(C(=O)N1CCC(Cc2ccccc2)CC1)c1ccccc1Br` gave Wnt bcat act 2.
`CCC/C=C(\CCC)C(NC(=O)c1ccc(C(=O)OC)cc1)c1ccc(C(=O)OC)cc1` (centres undefined) gave Wnt bcat act 0.
For Cc1ccc(CN2CC(N3CC=CC3)CS2(=O)=O)cc1 (centres undefined) the results were Wnt bcat act 0.
For CC(C)C[C@H]1CN(CCCC[C@@H]2CNC(=O)C(=O)N2CCc2ccccc2)C(=O)C(=O)N1CCc1ccccc1 the results were Wnt bcat act -4.
For O=C(NC1CCCCC1)C(C1CC1)n1c(=O)c(-c2cc3ccccc3[nH]2)nc2ccccc21 (centres undefined) the results were Wnt bcat act -1.
Screening CC(C(=O)NCc1ccccc1)n1c(Cc2cc(F)cc(F)c2)nc2ccccc21 (centres undefined) returned Wnt bcat act 1.
CCc1c(Cc2cccc(F)c2)ncn1CCc1ccccc1OC was read as Wnt bcat act -6.
`C=C[C@]1(C)C=C2C(=O)C[C@H]3C(C)(C)CCC[C@]3(C(=O)O)[C@@]2(O)CC1` gave Wnt bcat act -1.
C[C@@H](NC(=O)[C@@H]1CCCN1C(=O)[C@@H]1CCCN1C(=O)OC(C)(C)C)c1ccccc1 was read as Wnt bcat act -2.
`CC(C)C[C@@H]1COc2cc(N(C)CCO)ccc2S(=O)(=O)N1` gave Wnt bcat act 4.
`CCOC(=O)C1=CC[C@@H](c2ccccc2)N(S(=O)(=O)c2ccc(C)cc2)[C@H]1c1cccc(OC)c1` gave Wnt bcat act -2.
Screening CO[C@H]1CN(C)C(=O)c2cc(NC(=O)c3ccccc3)ccc2OC[C@H](C)NC[C@@H]1C returned Wnt bcat act -3.
CC(C)[C@@H]1NC(=O)c2cc([N+](=O)[O-])cc(I)c2NCCC[C@@H](C(N)=O)NC(=O)[C@H](CO)NC1=O was read as Wnt bcat act -3.
CCCCCNC(=O)C(c1ccc(OC)cc1)n1c(=O)c(-c2ccco2)nc2ccccc21 (centres undefined) was read as Wnt bcat act -3.
Screening CC(C)[C@H](NC(=O)C1CCCC1)C(=O)N1CCC[C@H]1C(=O)NCCc1ccccc1Cl returned Wnt bcat act 8.
For CCOC(=O)[C@]12CCC=C1N(Cc1ccc(Cl)cc1Cl)C(=O)[C@H](CC(=O)N1CCCCC1)C2 the results were Wnt bcat act -6.
CCOc1cc(NC(=O)c2cccs2)c(OCC)cc1NC(=O)CCC(=O)NCc1ccccn1 was read as Wnt bcat act 2.
For Cc1cccc(C)c1NC(=O)C(CCc1ccccc1)N1CCC(c2ccccc2)CC1 (centres undefined) the results were Wnt bcat act -4.
`C[C@H](O)[C@@H]1C(=O)N2CCc3c([nH]c4c(-c5ccccc5)cccc34)[C@@H]2C[C@@H]1N(C)C(=O)NC1CCCCC1` gave Wnt bcat act -3.
`COc1ccc2cc(C3CC=C(COC(C)=O)CN3S(=O)(=O)c3ccccc3[N+](=O)[O-])n(C(=O)OC(C)(C)C)c2c1` (centres undefined) gave Wnt bcat act -3.
CCOC(=O)N(C)[C@H]1C[C@H]2c3cc(-c4ccccc4C)ccc3CCN2C[C@H]1[C@H](C)O was read as Wnt bcat act -11.
Screening CC(CCC(=O)O)C1CCC2C3CCC4CC(O)CCC4(C)C3CC(O)C12C (centres undefined) returned Wnt bcat act -1.
`COc1ccccc1Cc1c(-c2ccccc2)nc2ccc(C)cn12` gave Wnt bcat act 11.
`COc1ccc2cc3[n+](cc2c1O)CCc1cc2c(cc1-3)OCO2` gave Wnt bcat act -2.
O=C(NC1CCCCC1)C1c2ccccc2OCC(=O)N1Cc1cccnc1 (centres undefined) was read as Wnt bcat act -3.
For CC(C)CC1OC(C)CC2=C1C(=O)OC(C)(C)O2 (centres undefined) the results were Wnt bcat act 3.
For Brc1ccc2nc(-c3ccco3)c(CC3CCCCC3)n2c1 the results were Wnt bcat act -1.
For Cc1ccc(OCCN2CCC2(C)C(=O)NCc2cccc3ccccc23)cc1 (centres undefined) the results were Wnt bcat act -6.
Screening Nc1ccn(C2OC(CO)C(O)C2O)c(=O)n1 (centres undefined) returned Wnt bcat act 0.
CC1=C(C(=O)N2CCOCC2)CC(CC(=O)NCC2CCCCC2)C(=O)N1Cc1ccc(C(C)(C)C)cc1 (centres undefined) was read as Wnt bcat act -1.
For COc1ccc(N2C(=O)c3[nH]nc(-c4ccccc4)c3C2c2ccc(Br)cc2)cc1 (centres undefined) the results were Wnt bcat act -2.
Nc1[nH]c(C(=O)c2ccccc2)c(-c2cccnc2)c1C(=O)c1ccccc1 was read as Wnt bcat act 0.
`Cc1cccc(CN2CCN(C3CN(Cc4cn(Cc5ccccc5C(F)(F)F)nn4)S(=O)(=O)C3)CC2)c1` (centres undefined) gave Wnt bcat act -3.
Screening Cc1cc(N2CCN(C(=O)OC(C)(C)C)C[C@H]2C)ccc1N1CCN(Cc2ccccc2)[C@H](C)C1 returned Wnt bcat act -18.
`CCN(CC)C(=O)c1ccc(Cc2cn(C)c3ccccc23)nc1` gave Wnt bcat act -2.
Screening CC1=C(C(=O)OCc2ccccc2)C(c2ccccc2OS(=O)(=O)c2ccccc2[N+](=O)[O-])NC(=O)N1CCCC(=O)O (centres undefined) returned Wnt bcat act -2.
CC1=C(C(=O)N2CCOCC2)CC(CC(=O)NCCCN(C)C)C(=O)N1Cc1ccc(C(C)(C)C)cc1 (centres undefined) was read as Wnt bcat act -1.
Screening O=S1(=O)CC(N2CCCCC2)CN1Cc1cn(Cc2ccccc2)nn1 (centres undefined) returned Wnt bcat act -3.
For COc1ccc(-c2cc(NC(=O)Cc3c(C)[nH]c4ccccc34)ccc2Nc2cccnc2)cc1F the results were Wnt bcat act -3.
C=CCCC1CN(Cc2ccc(OC)cc2)S(=O)(=O)c2c(NCc3cc(OC)c(OC)c(OC)c3)cccc2O1 (centres undefined) was read as Wnt bcat act -4.
Screening CC(C)n1[nH]c2ccccc2c1=O returned Wnt bcat act -1.
For CC(=O)C[C@@H]1OC[C@H](CO)N1S(=O)(=O)c1ccc(C)cc1 the results were Wnt bcat act 1.
COc1ccc(CCN2C(=O)c3ccccc3C2c2nnnn2-c2c(C)cccc2C)cc1OC (centres undefined) was read as Wnt bcat act -3.
`CCCCOCCCNC(=O)C[C@@H]1C[C@@]2(C(=O)OCC)CCC=C2N(Cc2ccc3c(c2)OCO3)C1=O` gave Wnt bcat act -3.
`CC(C)(C)NC(=O)C1(C)CCC(=O)N1C1CC1` (centres undefined) gave Wnt bcat act -1.
For O=c1ccn([C@@H]2O[C@H](CNCc3ccccc3)[C@@H](O)[C@H]2O)c(=O)[nH]1 the results were Wnt bcat act -1.
Screening COc1ccc(C2=C(c3ccccc3)OC(OC)c3cc(F)ccc32)cn1 (centres undefined) returned Wnt bcat act -1.
For CCCCNC(=O)c1ccc(Cc2cn(C)c3ccccc23)nc1 the results were Wnt bcat act -2.
For CS(=O)(=O)N1Cc2cc(C(=O)NCC3CC3)nc(-c3cccc(-c4cccnc4)c3)c2[C@H]1CCO the results were Wnt bcat act 1.
O=C(NCc1ccccc1)C(c1ccccc1)n1c(C2CC2)nc2ccccc21 (centres undefined) was read as Wnt bcat act 29.
Screening CC1(C(=O)NCc2ccccc2)CCC(=O)N1CCOc1ccccc1 (centres undefined) returned Wnt bcat act -2.
`Cc1cc(N2CCN(CC(C)(C)O)C[C@@H]2C)ccc1N1CCN(CC(C)(C)O)[C@@H](C)C1` gave Wnt bcat act 8.
For CCCCNC(=O)C1c2ccccc2OCC(=O)N1Cc1cccnc1 (centres undefined) the results were Wnt bcat act -1.
`CC(C)Sc1nc(-c2cccs2)nc2cc(Cl)ccc12` gave Wnt bcat act -2.
For CCCNC(=O)OC1CC2CC1[C@H]1CCCCN1C2=O (some centres undefined) the results were Wnt bcat act 1.
CSCCC(C(=O)NC(C)(C)C)n1c(-c2ccc(C)cc2)nc2ccccc21 (centres undefined) was read as Wnt bcat act 3.
`COC(=O)C1=C(C)N(Cc2ccc(Cl)cc2)C(=S)NC1c1ccccc1` (centres undefined) gave Wnt bcat act -3.

Part of the list above in order of SMILES length, high to low:
Screening CC1=C(C(=O)OCc2ccccc2)C(c2ccccc2OS(=O)(=O)c2ccccc2[N+](=O)[O-])NC(=O)N1CCCC(=O)O (centres undefined) returned Wnt bcat act -2.
`CCCCOCCCNC(=O)C[C@@H]1C[C@@]2(C(=O)OCC)CCC=C2N(Cc2ccc3c(c2)OCO3)C1=O` gave Wnt bcat act -3.
C=CCCC1CN(Cc2ccc(OC)cc2)S(=O)(=O)c2c(NCc3cc(OC)c(OC)c(OC)c3)cccc2O1 (centres undefined) was read as Wnt bcat act -4.
For CS(=O)(=O)N1Cc2cc(C(=O)NCC3CC3)nc(-c3cccc(-c4cccnc4)c3)c2[C@H]1CCO the results were Wnt bcat act 1.
CC1=C(C(=O)N2CCOCC2)CC(CC(=O)NCCCN(C)C)C(=O)N1Cc1ccc(C(C)(C)C)cc1 (centres undefined) was read as Wnt bcat act -1.
`Cc1cc(N2CCN(CC(C)(C)O)C[C@@H]2C)ccc1N1CCN(CC(C)(C)O)[C@@H](C)C1` gave Wnt bcat act 8.
For O=c1ccn([C@@H]2O[C@H](CNCc3ccccc3)[C@@H](O)[C@H]2O)c(=O)[nH]1 the results were Wnt bcat act -1.
For COc1ccc(-c2cc(NC(=O)Cc3c(C)[nH]c4ccccc34)ccc2Nc2cccnc2)cc1F the results were Wnt bcat act -3.
CSCCC(C(=O)NC(C)(C)C)n1c(-c2ccc(C)cc2)nc2ccccc21 (centres undefined) was read as Wnt bcat act 3.
For CC(=O)C[C@@H]1OC[C@H](CO)N1S(=O)(=O)c1ccc(C)cc1 the results were Wnt bcat act 1.
`COC(=O)C1=C(C)N(Cc2ccc(Cl)cc2)C(=S)NC1c1ccccc1` (centres undefined) gave Wnt bcat act -3.
Screening COc1ccc(C2=C(c3ccccc3)OC(OC)c3cc(F)ccc32)cn1 (centres undefined) returned Wnt bcat act -1.
Screening O=S1(=O)CC(N2CCCCC2)CN1Cc1cn(Cc2ccccc2)nn1 (centres undefined) returned Wnt bcat act -3.
Screening CC1(C(=O)NCc2ccccc2)CCC(=O)N1CCOc1ccccc1 (centres undefined) returned Wnt bcat act -2.
For CCCCNC(=O)C1c2ccccc2OCC(=O)N1Cc1cccnc1 (centres undefined) the results were Wnt bcat act -1.
For CCCCNC(=O)c1ccc(Cc2cn(C)c3ccccc23)nc1 the results were Wnt bcat act -2.
For CCCNC(=O)OC1CC2CC1[C@H]1CCCCN1C2=O (some centres undefined) the results were Wnt bcat act 1.
`CC(C)(C)NC(=O)C1(C)CCC(=O)N1C1CC1` (centres undefined) gave Wnt bcat act -1.
Screening CC(C)n1[nH]c2ccccc2c1=O returned Wnt bcat act -1.

These rows are one share of the data; count on the stated rates, not on these rows.
